Assay outcomes: PubChem, NMMLSC
CIT2-GFP yeast: modulators of TOR pathway CIT2-GFP in S. cerevisiae. S. cerevisiae CIT2-GFP strain, flow cytometry, 3 h; 100 means same as DMSO wells. GFP response vs DMSO, % at 10 µM. 0.065% of 320,000 active. AID 2029;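 active = GFP response relative to DMSO above a set limit, near the screen mean plus 3 SD, cut at about 150% in these data; inconclusive = Fewer than 70 cells measured for a yeast strain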;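 also: ratio of well median GFP fluorescence to mean of DMSO wells on the plate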
RPL19A-GFP yeast: alters RPL19A-GFP fluorescence in TOR pathway yeast screen; 0.3% of 330,000 active; percent response vs DMSO, % at 10 µM; S. cerevisiae RPL19A-GFP strain, flow cytometry, 3 h; active compounds read low;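 active = percent response vs DMSO below 50%; inconclusive = fewer than 70 events counted for the yeast strain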;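 also: median channel GFP fluorescence of the barcoded RPL19A-GFP strain; ratio of sample median GFP to plate DMSO average so 100% = DMSO; lower means less RPL19A-GFP as with rapamycin TOR inhibition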
AGP1 TOR yeast: modulators of TOR pathway AGP1-GFP in S. cerevisiae. GFP response vs DMSO, % at 10 µM. S. cerevisiae AGP1-GFP multiplex flow cytometry, 3 h; GFP as percent of DMSO wells. AID 2066. 0.02% of 320,000 active;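 active = GFP response relative to DMSO above a set limit, near screen average plus 3 SD, cut at about 150% in these data; inconclusive = fewer than 70 cells counted for the yeast strain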;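 also: median GFP channel fluorescence of the gated AGP1 strain per well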
CR mimetic SO: lowers age-related superoxide in aged yeast cells | AID 2690 | 0.18% of 330,000 active | superoxide response (% of plate mean), % at 10 µM | S. cerevisiae aged cells, superoxide DHE fluorescence; active compounds read low;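 active = superoxide response under a set limit, about three screen SD below normal, cut at about 65% in these data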;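 also: yeast aged for seven days with compound at 30 °C before DHE staining; 100% = average MFI of all compound-treated wells on the plate with controls excluded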
LAP4 TOR yeast: alters LAP4-GFP fluorescence in TOR pathway yeast screen; S. cerevisiae LAP4-GFP multiplex, flow cytometry GFP, 3 h; median GFP as percent of DMSO wells; 0.34% of 320,000 active; GFP response vs DMSO, % at 10 µM;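 active = GFP response vs DMSO above a set limit, about the screen mean plus 3 SD, cut at about 150% in these data; inconclusive = under 70 cell events counted for the yeast strain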
MEP2-GFP yeast: alters MEP2-GFP fluorescence in TOR pathway yeast screen; S. cerevisiae MEP2-GFP strain, flow cytometry GFP, 3 h; 100% = DMSO control level; GFP response vs DMSO, % at 10 µM; 0.51% of 330,000 active;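 active = GFP response versus DMSO above a set limit, roughly screen mean plus 3 SD, cut at about 180% in these data; inconclusive = fewer than 70 cells counted for a yeast strain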;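 also: median GFP fluorescence of the barcode-gated MEP2-GFP cells per well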
VLA-4 inh: inhibition in a human VLA-4 binding assay. VLA-4 expressing cells, ligand binding flow cytometry. P13612. inhibition, % (about 7 µM as worked out from the volumes in the protocol). 0.2% of 330,000 active; in the data active = inhibition above about 50%
Target sequence (P13612 whole entry, looked up): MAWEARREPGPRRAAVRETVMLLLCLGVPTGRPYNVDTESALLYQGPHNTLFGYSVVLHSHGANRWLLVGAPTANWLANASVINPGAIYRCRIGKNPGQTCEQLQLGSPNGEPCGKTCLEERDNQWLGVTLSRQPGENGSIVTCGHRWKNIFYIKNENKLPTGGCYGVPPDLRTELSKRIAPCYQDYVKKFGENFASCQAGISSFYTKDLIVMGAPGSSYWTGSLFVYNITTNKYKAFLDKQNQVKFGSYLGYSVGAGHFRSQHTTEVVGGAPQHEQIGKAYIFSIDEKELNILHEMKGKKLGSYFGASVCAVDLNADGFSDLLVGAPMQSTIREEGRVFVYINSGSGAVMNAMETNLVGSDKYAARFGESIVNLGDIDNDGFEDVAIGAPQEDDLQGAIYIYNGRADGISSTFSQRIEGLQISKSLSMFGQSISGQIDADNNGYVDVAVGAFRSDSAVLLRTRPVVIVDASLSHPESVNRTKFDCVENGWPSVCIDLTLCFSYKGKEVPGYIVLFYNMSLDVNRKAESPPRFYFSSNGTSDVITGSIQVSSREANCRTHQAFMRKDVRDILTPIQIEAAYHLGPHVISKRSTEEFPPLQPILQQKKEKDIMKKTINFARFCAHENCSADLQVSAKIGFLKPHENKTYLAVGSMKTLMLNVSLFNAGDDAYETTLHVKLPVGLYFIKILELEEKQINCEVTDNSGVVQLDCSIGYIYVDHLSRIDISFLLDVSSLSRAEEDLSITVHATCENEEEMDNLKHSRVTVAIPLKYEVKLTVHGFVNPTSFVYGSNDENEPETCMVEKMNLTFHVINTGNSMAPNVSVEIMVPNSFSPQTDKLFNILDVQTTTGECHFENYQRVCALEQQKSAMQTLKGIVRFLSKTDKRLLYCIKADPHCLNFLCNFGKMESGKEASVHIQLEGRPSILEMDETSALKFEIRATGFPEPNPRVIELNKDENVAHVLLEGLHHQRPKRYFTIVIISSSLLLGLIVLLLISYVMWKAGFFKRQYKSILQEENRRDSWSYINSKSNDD
GRK2 inh: human GRK2 inhibition via aptamer displacement; P25098; inhibition of aptamer binding, % at 10 µM; AID 488847; bead flow cytometry, FAM-aptamer displacement from GRK2; 0.59% of 330,000 active;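 active = inhibition of aptamer binding above 40%, roughly 3 SD of noise, on plates passing a quality check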;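 also: median bead fluorescence of bound FAM aptamer so fluorescent compounds give negative values; no value below 0 was filed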
The depositor's hits bear a star; ? = inconclusive; . = no result given; & = joins results of further samples; [ ] = dose if it differs, or a comment.

SMILES	CIT2-GFP yeast	RPL19A-GFP yeast	AGP1 TOR yeast	CR mimetic SO	LAP4 TOR yeast	MEP2-GFP yeast	VLA-4 inh	GRK2 inh
Cc1onc(-c2ccccc2)c1C(=O)Nc1ccc(Cl)c(S(=O)(=O)N2CCOCC2)c1	104	98	97	101	97	98	12	3
CCN(CC)c1cc(Cl)nc(N)n1	107	116	110	99	111	107	5	0
CN1CCN(CCC(=O)Nc2ccc(Br)cc2)CC1	93	94	93	101	94	93	13	0
Nc1cc(=O)[nH]c(=O)n1-c1ccc(Cl)cc1	88	96	91	95	90	93	41	0
CCOc1ccccc1-c1nc(C(N)=O)c2[nH]c(=O)n(-c3ccccc3)c2n1	104	101	105	96	98	102	5	4
CC1CN(C(=O)c2c(Br)cnn2C)CC(C)O1 (stereo not drawn)	94	94	99	85	92	96	10	3
CC(NC(=O)C1CCC1)c1ccc2c(c1)OCO2 (stereo not drawn)	94	100	108	110	93	104	-8	1
O=C(O)c1cccc(S(=O)(=O)Nc2ccc(Oc3ccccc3)cc2)c1	94	95	94	115	97	97	-22	15
Cc1c(Cl)cnc(NC(=O)CSc2n[nH]c(N)n2)c1Cl	98	99	105	73	110	99	5	4
CCOC(=O)c1c(NC(=O)CSc2n[nH]c(CNc3ccccc3)n2)sc(C)c1C	101	99	103	106	92	101	6	1
Cc1ccc(C)c(N2CCN(CCCNC(=O)Cn3cc4c(n3)CCCCC4)CC2)c1	101	99	106	99	102	102	-101	0
COc1ccc(-c2cc3ccc(OCc4nn[nH]n4)cc3oc2=O)cc1	98	98	101	105	102	101	3	4
O=c1oc2ccc(C#CC3(O)CCCCC3)cc2cc1-n1cc(-c2ccccn2)nn1	104	107	111	112	112	107	-13	4
COc1ccc2cc(CN(CC3CCCO3)S(=O)(=O)c3ccc(C(C)=O)cc3)c(=O)[nH]c2c1 (stereo not drawn)	90	99	96	103	101	103	0	0
COC(=O)c1ccccc1OCCOCCOc1cccc2cccnc12	96	98	92	98	89	102	8	0
COc1cc(C(=O)N[C@H](C(=O)NC2CCCCCC2)C(C)C)cc(OC)c1OC	103	105	96	90	97	96	6	0
COc1cc2c(cc1NC(=O)C(C)OC(=O)c1ccc(S(=O)(=O)Nc3ccccc3Cl)cc1)oc1ccccc12 (stereo not drawn)	100	106	105	94	111	102	26	0
COCCNC(=O)C(c1ccccc1)N(C(=O)Cn1nnc2ccccc21)c1cccnc1 (stereo not drawn)	96	102	100	92	102	101	2	2
CC(C)(C)NC[C@H](O)COc1nsnc1N1CCOCC1	85&86	97&100	83&88	92&97	91&121	92&97	30&44	9&5
COc1cccc(C(=O)NCCS(=O)(=O)NCc2ccco2)c1	84	85	102	111	151*	88	0	3
Fc1ccc(/C=N/Nc2nn[nH]n2)cc1	94	107	97	134	92	101	-2	3
Nc1ccc(O)c(C(=O)O)c1	105	101	102	102	111	102	51*	1
Cc1ccc(N(CC(=O)NC2CCCC2)C(=O)CCC(=O)Nc2ccccn2)cc1	104	104	106	93	94	108	7	0
CCOC(=O)C1=NNC(C(=O)c2ccccc2)C1c1ccc(Cl)cc1 (stereo not drawn)	87	98	99	96	109	100	3	2
COc1ccc(C2C3=C(CCCC3=O)Nc3c(-c4ccccc4)c(C)nn32)cc1 (stereo not drawn)	89	96	93	114	100	101	-3	0

Shown as comma-separated lines: 17 of the compounds above.
molecule,CIT2-GFP yeast,RPL19A-GFP yeast,AGP1 TOR yeast,CR mimetic SO,LAP4 TOR yeast,MEP2-GFP yeast,VLA-4 inh,GRK2 inh
O=C(O)c1cccc(S(=O)(=O)Nc2ccc(Oc3ccccc3)cc2)c1,94,95,94,115,97,97,-22,15
Cc1c(Cl)cnc(NC(=O)CSc2n[nH]c(N)n2)c1Cl,98,99,105,73,110,99,5,4
CCOC(=O)c1c(NC(=O)CSc2n[nH]c(CNc3ccccc3)n2)sc(C)c1C,101,99,103,106,92,101,6,1
Cc1ccc(C)c(N2CCN(CCCNC(=O)Cn3cc4c(n3)CCCCC4)CC2)c1,101,99,106,99,102,102,-101,0
COc1ccc(-c2cc3ccc(OCc4nn[nH]n4)cc3oc2=O)cc1,98,98,101,105,102,101,3,4
O=c1oc2ccc(C#CC3(O)CCCCC3)cc2cc1-n1cc(-c2ccccn2)nn1,104,107,111,112,112,107,-13,4
COc1ccc2cc(CN(CC3CCCO3)S(=O)(=O)c3ccc(C(C)=O)cc3)c(=O)[nH]c2c1 (stereo not drawn),90,99,96,103,101,103,0,0
COC(=O)c1ccccc1OCCOCCOc1cccc2cccnc12,96,98,92,98,89,102,8,0
COc1cc(C(=O)N[C@H](C(=O)NC2CCCCCC2)C(C)C)cc(OC)c1OC,103,105,96,90,97,96,6,0
COc1cc2c(cc1NC(=O)C(C)OC(=O)c1ccc(S(=O)(=O)Nc3ccccc3Cl)cc1)oc1ccccc12 (stereo not drawn),100,106,105,94,111,102,26,0
COCCNC(=O)C(c1ccccc1)N(C(=O)Cn1nnc2ccccc21)c1cccnc1 (stereo not drawn),96,102,100,92,102,101,2,2
CC(C)(C)NC[C@H](O)COc1nsnc1N1CCOCC1,85&86,97&100,83&88,92&97,91&121,92&97,30&44,9&5
COc1cccc(C(=O)NCCS(=O)(=O)NCc2ccco2)c1,84,85,102,111,151*,88,0,3
Fc1ccc(/C=N/Nc2nn[nH]n2)cc1,94,107,97,134,92,101,-2,3
Nc1ccc(O)c(C(=O)O)c1,105,101,102,102,111,102,51*,1
Cc1ccc(N(CC(=O)NC2CCCC2)C(=O)CCC(=O)Nc2ccccn2)cc1,104,104,106,93,94,108,7,0
CCOC(=O)C1=NNC(C(=O)c2ccccc2)C1c1ccc(Cl)cc1 (stereo not drawn),87,98,99,96,109,100,3,2

(list continues)
SMILES	CIT2-GFP yeast	RPL19A-GFP yeast	AGP1 TOR yeast	CR mimetic SO	LAP4 TOR yeast	MEP2-GFP yeast	VLA-4 inh	GRK2 inh
Cn1cc(C(=O)N2CCCC(Nc3ccc(F)cc3)C2)c2ccccc21 (stereo not drawn)	92	102	100	73	97	103	9	3
O=C(NCc1cccnc1)c1cn(CCc2ccccc2)nn1	95	95	99	89	91	95	-3	0
O=C(Nc1ccc(N2CCCCC2)cc1)c1ccc(F)cc1F	94	102	103	102	118	107	-16	0
CCOC(=O)/C(=N/Nc1ccc(OC)cc1)N1CCCc2ccccc21	99	99	105	82	104	102	5	0
Cc1cccc(N2CCN(CCCNC(=O)c3ccc(NC(=O)C4=CSCCO4)cc3)CC2C)c1 (stereo not drawn)	100	103	102	96	99	104	6	0
O=C(Cn1cc(C(=S)N2CCOCC2)c2ccccc21)N1CCOCC1	90	91	90	100	92	100	10	0
O=C1CSC(c2cccnc2)N1C1CCCCC1 (stereo not drawn)	98	98	.	97	104	102	2	1
O=C(COC(=O)c1ccc(S(=O)(=O)Nc2ccccc2)cc1)NCC1CCCO1 (stereo not drawn)	98	97	106	114	106	104	9	0
C=C1CCN([C@@H](CC(C)C)C(=O)N2CCCC2)S(=O)(=O)c2ccccc21	94	99	87	97	106	86	11	0
CCCc1ccc(-c2ccc(F)c(N)c2)nc1	.	101	100	83	108	99	4	0
CC(C)Oc1ccc(Cn2c(=O)oc3ccccc32)cc1	90	96	88	96	112	112	8	2
CC[C@@]1(C(=O)OC)N[C@H](CN(C)S(=O)(=O)c2ccccc2)[C@@H]2C(=O)N(Cc3ccccc3)C(=O)[C@@H]21	96	93	95	89	89	87	-36	0
COc1ccc(S(=O)(=O)N(CC(=O)N2CCOCC2)c2ccc(F)cc2)cc1OC	?	?	?	123	80[may fluoresce red and violet]	221*[may fluoresce red and violet]	1	1
CCN1CCc2nc(NC(=O)c3cc(F)c(F)cc3Cl)sc2C1	99	99	103	89	100	101	7	0
c1ccc(COn2nnc3ccccc32)c(COn2nnc3ccccc32)c1	91	96	98	91	112	99	-1	0
CC1Cc2ccccc2N1C(=S)NC1CCCC1 (stereo not drawn)	113	106	102	89	85	105	-20	0
Cc1onc(-c2c(F)cccc2Cl)c1C(=O)Nc1ccc(Cl)c(S(=O)(=O)N(C)C)c1	93	99	97	116	95	97	-1	3
COc1ccc(-c2cc(C(=O)Nc3cc(Cl)ccc3OC)no2)cc1	96	100	99	99	94	99	10	4
CCOC(=O)C1CCCN(C(=O)c2ccc3nc(-c4ccc(OC)c(OC)c4)c(-c4ccc(OC)c(OC)c4)nc3c2)C1 (stereo not drawn)	93	96	104	106	108	104	2	2
Nc1c(S(=O)(=O)c2cc(Cl)ccc2Cl)c2nc3ccccc3nc2n1CCN1CCOCC1	104	103	107	95	106	106	2	0
O=C(/C=C/C=C/c1ccccc1)c1ccco1	99	100	104	101	113	104	3	1
Cn1cnnc1Sc1ccc(CN2CCN(C3CCCC3)C(CCO)C2)o1 (stereo not drawn)	105	101	102	121	100	100	-7	0
COc1ccc2c3c(cccc13)OCC2=O	99	97	96	97	92	101	-6	4
COC(=O)CN=Cc1c(C)[nH]n(-c2ccccc2)c1=O	100	98	100	96	103	109	1	1
Clc1ccccc1CSc1nncn1-c1cccnc1	99	97	110	94	112	100	3	2

Carrying on:
SMILES	CIT2-GFP yeast	RPL19A-GFP yeast	AGP1 TOR yeast	CR mimetic SO	LAP4 TOR yeast	MEP2-GFP yeast	VLA-4 inh	GRK2 inh
CC1=C(C#N)C(C)C2=C(CC(C)(C)CC2=O)N1 (stereo not drawn)	91	99	100	89	97	99	0	2
Cc1ccc2c(c1)C(=O)C(=O)N2CC1COc2ccccc2O1 (stereo not drawn)	102	106	98	100	89	101	28	4
CCNC(=S)Nc1scc(-c2ccccc2)c1C(=O)OCC	93	96	89	101	93	103	11	2
Nc1c(C(=O)Nc2ccccc2)sc2nc3c(c(-c4ccco4)c12)CCC3	105	110	109	104	107	103	-4	0
Cc1cc(C)n(-c2ccc(C(=O)OCc3nnc(-c4ccccc4)o3)cc2)n1	88	94	93	100	98	98	-11	0
CCOc1ccccc1NC(=O)COC(=O)c1cnc(C)cn1	108	103	105	103	105	105	6	0
O=C(c1cc2ccccc2oc1=O)N1CCN(C(=O)C2CCCO2)CC1 (stereo not drawn)	105	104	106	121	105	98	5	0
COc1ccc(C(=O)COC(=O)C(C(C)C)N2C(=O)C3C4C=CC(C4)C3C2=O)cc1 (stereo not drawn)	.	100	103	95	92	98	24	10
CC(NC(=O)c1ccccc1)C(=O)N/N=C/c1cccc([N+](=O)[O-])c1 (stereo not drawn)	104	97	103	103	111	114	0	3
O=C(NC(=S)NCCCN1CCOCC1)c1ccco1	98	106	108	101	99	100	21	1
Cc1ccc(CNC(=O)COC(=O)C2CCN(S(=O)(=O)c3cccs3)CC2)cc1	.	89	100	98	96	118	8	0
CCN(CC)CCn1c(=S)[nH]c2cc(C(=O)N3CC(C)CC(C)C3)ccc2c1=O (stereo not drawn)	95	99	101	103	100	100	26	2
CCCN(C(=O)c1cc(CC)c(C)s1)c1c(N)n(Cc2ccccc2)c(=O)[nH]c1=O	95	98	104	83	127	103	-2	0
Cc1ccc(C(=O)OCc2nc3ccsc3c(=O)[nH]2)o1	102	99	103	108	106	104	5	2
Cc1ccc(CCNC(=O)c2cccc(N3CCCC3=O)c2)cc1	103	111	102	112	106	113	4	0
COc1ccc(CCNCc2csc3nc4ccccc4n23)cc1OC	111	96	95	99	93	98	0	1
O=C(CSc1ccccn1)Nc1cccc(NC(=O)CSc2ccccn2)n1	100	96	100	93	101	99	6	0
